# Assay outcomes (PubChem)
# TAAR1 ag: agonists of human TAAR1 | CHO RD-HGA16 TAAR1, Fluo-8 calcium fluorescence; vehicle wells 0%, saturating PEA agonist 100% | activation, % at 3 µM | actives 0.99% (n = 360,000) | AID 624467;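 active means activation above the mean activation of all test compounds in the run plus 3 SD, cut at about 38% in these data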
#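 System: CHO-derived RD-HGA16 cells with stable Gα16 and human TAAR1 / Times: 17-24 h plating, Fluo-8 75 min 37 °C, 30 min RT / Technique: calcium-sensitive Fluo-8 signal, excitation 470-495, emission 515-575 nm / Measure: % activation relative to PEA EC100 response / Benchmarks: DMSO and PEA EC100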
# CHRM5 PAM: potentiates acetylcholine response at human M5 receptor; P08912; CHO-K1 hM5, Fluo-8 calcium, ACh EC20 PAM; 0% = ACh EC20, 100% = ACh EC100; activation, % at 3 µM; actives 0.3% (n = 360,000); AID 624038;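 active means activation above the run cutoff, the mean activation of all test compounds plus 3 SD, cut at about 18% in these data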
# Target sequence (P08912 whole entry, looked up): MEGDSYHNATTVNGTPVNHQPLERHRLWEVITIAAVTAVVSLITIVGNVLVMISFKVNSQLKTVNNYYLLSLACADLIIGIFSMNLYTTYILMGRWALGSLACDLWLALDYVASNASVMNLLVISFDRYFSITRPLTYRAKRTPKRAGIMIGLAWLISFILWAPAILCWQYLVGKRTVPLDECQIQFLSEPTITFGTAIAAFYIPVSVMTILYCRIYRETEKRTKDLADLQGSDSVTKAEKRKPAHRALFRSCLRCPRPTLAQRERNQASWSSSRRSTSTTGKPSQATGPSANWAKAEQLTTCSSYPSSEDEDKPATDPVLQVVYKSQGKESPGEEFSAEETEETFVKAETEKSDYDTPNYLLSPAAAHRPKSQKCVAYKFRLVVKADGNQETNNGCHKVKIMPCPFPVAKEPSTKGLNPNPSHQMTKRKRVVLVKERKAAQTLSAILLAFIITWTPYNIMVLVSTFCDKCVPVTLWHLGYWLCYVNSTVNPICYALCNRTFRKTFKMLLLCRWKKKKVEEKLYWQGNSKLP
#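 Replicates: One well per compound, no replicates | System: Human M5 receptor in CHO-K1 cells | Benchmarks: Low control EC20 acetylcholine (0%), high control EC100 acetylcholine (100%) | Probe or stimulus: Acetylcholine, EC20 level | Times: Fluo-8 loading 80 min at 37 °C plus 30 min room temperature | Signal: Intracellular calcium via Fluo-8 fluorescence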
# CHRM5 antagonist: blocks acetylcholine activation of human M5 receptor. P08912. CHO-hM5 cells, Fluo-8 calcium fluorescence, ACh EC80. inhibition, % at 3 µM. actives 0.59% (n = 360,000);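 active means inhibition above a per-plate cutoff, the mean of that plate's test compounds plus 3 SD, cut at about 27% in these data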;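 further: 0% = acetylcholine EC80 with DMSO and 100% = DMSO without agonist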
# CHRM4 agonist: CHRM4 agonism in calcium assay | P08173 | CHO-K1 hM4/Gqi5, Fluo-8 calcium fluorescence; vehicle 0%, full acetylcholine response 100% | activation, % at 3 µM | actives 0.14% (n = 360,000) | AID 624127;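 active means activation above the run mean over all test wells plus 3 SD, cut at about 32% in these data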;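 further: peak over basal fluorescence ratio per well then scaled between controls; 0% = DMSO wells and 100% = acetylcholine at EC100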
# M5 ag: CHRM5 agonism in calcium assay. CHO-K1 hM5 cells, Fluo-8 calcium fluorescence; 0% DMSO wells, 100% maximal acetylcholine response. activation, % at 3 µM. actives 0.19% (n = 360,000);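 active means activation above the run's mean over test compounds plus 3 SD, cut at about 23% in these data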;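 further: signal is peak over basal fluorescence ratio across the kinetic read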
# CHRM1 PAM: positive allosteric modulators of human M1 muscarinic receptor | CHO-K1 hM1, Fluo-8 calcium fluorescence, ACh EC20; 0% = ACh EC20, 100% = maximal ACh | actives 0.088% (n = 360,000) | AID 588819 | activation, % at 3 µM | P11229; in the data active means activation above about 19%, passing the limit was not always enough
# Target sequence (P11229 whole entry, looked up): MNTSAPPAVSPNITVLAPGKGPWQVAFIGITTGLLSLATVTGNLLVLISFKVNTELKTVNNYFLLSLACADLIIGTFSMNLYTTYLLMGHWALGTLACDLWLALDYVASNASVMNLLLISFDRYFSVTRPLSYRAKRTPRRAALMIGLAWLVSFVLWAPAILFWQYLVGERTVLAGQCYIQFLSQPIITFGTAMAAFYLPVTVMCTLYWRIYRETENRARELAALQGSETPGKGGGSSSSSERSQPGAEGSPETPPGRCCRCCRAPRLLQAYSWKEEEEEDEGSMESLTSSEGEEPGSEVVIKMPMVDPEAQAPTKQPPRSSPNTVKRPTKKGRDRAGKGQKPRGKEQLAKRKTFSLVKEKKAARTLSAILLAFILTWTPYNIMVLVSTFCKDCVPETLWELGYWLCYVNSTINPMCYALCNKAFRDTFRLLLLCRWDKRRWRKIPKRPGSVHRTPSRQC
# M1 antag: blocks human M1 muscarinic receptor | CHO-K1 hM1, Fluo-8 calcium fluorescence, ACh EC80 antagonist | P11229 | inhibition, % at 3 µM | actives 1.3% (n = 360,000) | AID 588852;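 active means percent inhibition above its own plate's cutoff, namely the mean of that plate's compound wells plus 3 SD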;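 further: peak over basal fluorescence ratio during 140 s after agonist addition; 0% = ACh EC80 plus DMSO and 100% = DMSO alone without agonist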
# M1 ag: human M1 muscarinic receptor agonism | activation, % at 3 µM | CHO-K1 hM1, Fluo-8 calcium fluorescence, agonist mode; 0% DMSO, 100% acetylcholine EC100 | actives 0.33% (n = 360,000) | P11229;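 active means activation above the run's mean compound activation plus 3 SD, cut at about 16% in these data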;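 further: peak over basal fluorescence ratio within a 140 s kinetic read after compound addition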
# CHRM4 antagonist: blocks acetylcholine activation of human M4 receptor | inhibition, % at 3 µM | actives 0.73% (n = 360,000) | P08173 | CHO-hM4 cells, ACh EC80, Fluo-8 calcium fluorescence | AID 624125;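 active means inhibition above its plate's cutoff, the mean inhibition of sample wells plus 3 SD, cut at about 27% in these data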;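 further: 0% = acetylcholine EC80 with DMSO and 100% = DMSO without agonist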
# * hit, by the source's call; . = no result given.
No.	TAAR1 ag	CHRM5 PAM	CHRM5 antagonist	CHRM4 agonist	M5 ag	CHRM1 PAM	M1 antag	M1 ag	CHRM4 antagonist	SMILES
1	0	-1	1	1	2	7	-4	-8	-17	CC1(C)CC(=O)CC(=O)/C1=N\Nc1c(Cl)cc(Cl)cc1Cl
2	1	-5	1	2	2	14	-21	-1	-12	Cc1nnc(NC(=O)CSc2nnc(Cc3cccn3C)n2-c2cccc(C(F)(F)F)c2)s1
3	4	-2	-4	6	-6	-7	11	-1	1	CC1CC(C)CN(CCCNC(=O)c2cc3c(s2)-c2ccccc2OC3)C1 (stereo unspecified)
4	0	10	-3	0	7	4	-11	-2	8	CC(=O)c1cn(C)c(=O)c2ccccc12
5	0	14	-5	1	-1	2	-6	-2	0	NC(=S)Nc1ccc(F)cc1F
6	10	4	8	3	4	2	-5	-3	2	Nc1c(Cl)cc(C2=NCCn3c2c2ccccc2[n+]3[O-])cc1Cl
7	0	7	3	-1	-5	2	5	-3	6	S=c1nc(-c2ccccc2)[nH]c2ccccc12
8	1	-1	2	2	-4	12	-21	-6	-3	CCn1ccnc1[C@@H]1C[C@H]2CN(Cc3ccccc3OC)C(=O)[C@]23CCCN13
9	0	-7	2	2	-3	5	-11	-4	-14	CC(C)CCN1C(=O)c2ccc(C(=O)Nc3ccccn3)cc2C1=O
10	0	2	-2	0	0	0	-2	0	1	COCCNC(=O)C1CCCN(C(=O)COCc2ccccc2)CC1 (stereo unspecified)
11	1	-5	17	1	-3	5	-10	-4	-8	Cc1cccc(NC(=O)c2cccc(C(=O)Nc3cccc(C)c3)n2)c1
12	.	-10	4	3	-1	4	-46	-3	6	COc1ccccc1N(CC(=O)N/N=C/c1ccc(OCC(=O)NCc2ccco2)cc1)S(=O)(=O)c1ccc(C)cc1
13	0	-4	6	0	2	-3	3	-5	-4	c1ccc(CN2CCC3CC2c2c3cccc2N2CCOCC2)cc1 (stereo unspecified)
14	6	-1	7	3	-4	-9	4	-6	6	CN(C)C(CNC(=O)c1cccc(S(=O)(=O)Nc2ccccc2Cl)c1)c1ccco1 (stereo unspecified)
15	4	-2	0	0	-6	-9	20	-5	-9	CCCN1C2CCCC1CC(NC(=O)c1ccccc1OCC)C2 (stereo unspecified)
16	9	4	-3	2	-1	10	-2	-5	-1	Cc1cc(C)cc(Oc2nn[nH]n2)c1
17	5	-1	-2	0	0	0	5	-6	-3	COc1ccccc1C(=O)Nc1ccc(N2CCN(C(C)=O)CC2)cc1
18	-1	0	-5	1	5	5	-10	-5	-2	CC1CCCC(NC(=O)CCC(=O)NCc2ccccc2)C1C (stereo unspecified)
19	5	-9	7	8	2	-9	-13	-3	10	CN1CCN(CCC=C2c3ccccc3Sc3ccc(S(=O)(=O)N(C)C)cc32)CC1
20	1	3	2	13	-7	-1	-10	-3	-8	CC1CCCC(C)N1C(=O)COC(=O)c1ccc(S(=O)(=O)N(C)c2ccccc2)cc1 (stereo unspecified)
21	18	-8	13	1	-4	-7	4	-8	6	CCN(c1ccc(NC(=O)COC(=O)c2ccc([N+](=O)[O-])o2)cc1)C(C)C
22	36	-3	0	2	4	4	-12	6	-3	CCn1nc(-c2ccccc2)c2nc3ccccc3nc21
23	2	-4	2	2	1	-10	8	-1	3	O=C(Nc1ccc(N2C(=O)C3C4C=CC(C4)C3C2=O)cc1)Nc1nnc(C(F)(F)F)s1 (stereo unspecified)
24	4	-3	-1	5	-5	-1	-6	-5	-8	Cc1ccc(C(CC(=O)NCc2ccco2)c2ccccc2)c(O)c1 (stereo unspecified)
25	9	-8	13	8	4	9	5	7	3	Cc1ccc(C)c(-c2cc(C(=O)Nc3sc(C)c(C)c3C(N)=O)c3ccccc3n2)c1
26	0	-2	0	1	0	4	-8	-3	-10	COc1ccc(/C(C)=N/OC/C(O)=C(\C#N)c2nc3ccccc3[nH]2)cc1
27	4	7	-6	1	1	2	8	-3	-1	CCCCCOC(=O)Cc1c(O)c2ccccc2n(C)c1=O
28	3	3	2	4	4	13	-12	-5	0	C#CCOCCOCCOCCNc1nc(N2CCN(C(=O)CCCCCCCCCCNC(=O)[C@H](CO)n3cc(CCCSC)nn3)CC2)nc(N2CCN(C(=O)CCCCCCCCCCNC(=O)[C@H](CCCCN)n3cc(CCO)nn3)CC2)n1
29	0	-3	15	1	-1	1	8	-4	10	COc1ccc(Cl)cc1CSc1ncn[nH]1
30	16	-2	18	1	0	0	5	-4	11	CNC(=O)C1(C)C=CCN1C(=O)c1ccccc1 (stereo unspecified)
31	14	2	11	1	3	5	1	-3	-15	COc1ccc(-c2noc(-c3ccoc3C)n2)cc1
32	2	-2	1	1	0	-7	14	0	-8	O=C1CCc2cc(S(=O)(=O)NCc3ccccc3)cc3c2N1CC3
33	19	-1	-4	0	-3	1	-7	-3	5	Cc1ccc(NC(=O)NNC(=O)C2CC(c3cccnc3)=NO2)cc1 (stereo unspecified)
34	0	-3	-1	0	0	11	-14	-4	-8	CN(C)C(=O)CCc1ccc2c3c([nH]c2c1)[C@]1(C)[C@@H](C(=O)N2CCOCC2)C[C@H](CC(=O)NCc2ccco2)C(=O)N1CC3
35	1	1	-6	0	-1	-10	17	-11	1	CC(=O)c1ccc(OCC(O)CN2CCC(C)CC2)cc1 (stereo unspecified)
36	-1	-5	6	0	-5	15	-23	-2	-2	CCOC(=O)c1c(NC(=O)CSc2nnnn2CC)sc(C)c1C
37	1	-5	-4	1	-4	1	-3	-11	-7	COc1ccccc1NC(=O)CN1CCSc2ccccc21
38	3	-4	-1	5	2	3	-11	-5	-8	COc1ccc(S(=O)(=O)N2CCCCC2)cc1NC(=O)CNc1ccccc1C(C)=O
39	3	-10	4	2	5	5	-18	-2	-9	O=C(COC(=O)c1ccccc1F)Nc1ccc(S(=O)(=O)N2CCOCC2)cc1
40	2	4	-8	0	0	-9	21	-4	-1	C[C@@H]1CN([C@H](C)CO)C(=O)CCCn2nncc2CO[C@H]1CN(C)Cc1cccc(C(F)(F)F)c1

# Quoted at random: two compounds from above.
No.	TAAR1 ag	CHRM5 PAM	CHRM5 antagonist	CHRM4 agonist	M5 ag	CHRM1 PAM	M1 antag	M1 ag	CHRM4 antagonist	SMILES
15	4	-2	0	0	-6	-9	20	-5	-9	CCCN1C2CCCC1CC(NC(=O)c1ccccc1OCC)C2 (stereo unspecified)
9	0	-7	2	2	-3	5	-11	-4	-14	CC(C)CCN1C(=O)c2ccc(C(=O)Nc3ccccn3)cc2C1=O

# (more compounds)
No.	TAAR1 ag	CHRM5 PAM	CHRM5 antagonist	CHRM4 agonist	M5 ag	CHRM1 PAM	M1 antag	M1 ag	CHRM4 antagonist	SMILES
41	3	-1	-6	1	0	-1	-7	5	-23	CS(=O)(=O)Nc1ccc(-c2cncc3nccn23)cc1
42	-1	0	-1	1	-6	-5	-1	-3	-18	O=[N+]([O-])c1cc(S(=O)(=O)N2CCCC2)ccc1NN=C1CCCC1
43	8	1	-4	1	5	2	4	1	0	CC1Nc2ncnc(N3CCOCC3)c2N(Cc2ccccc2)C1=O (stereo unspecified)
44	3	-6	5	4	-1	-4	5	-11	1	c1ccc2c3nnc4n(c-3nc2c1)CCCS4
45	3	5	-11	1	1	0	-5	-6	1	CC(C)=CC(=O)Nc1nnc(-c2ccccc2C)s1
46	11	-4	3	3	5	2	0	-2	-10	C=CC(C)(C)O[C@@H]1O[C@H](CO)[C@@H](O)[C@H](O)[C@H]1O
47	2	0	0	1	0	-2	-7	-11	8	CCn1cc(C(=O)NCc2ccccc2OC)c(=O)c2cc(S(=O)(=O)N(C)C)ccc21
48	1	1	2	2	2	16	-19	-2	-13	O=C(NCc1ccc(F)cc1)C(=O)NCC1OCCN1S(=O)(=O)c1cccs1 (stereo unspecified)
49	1	2	9	1	-2	17	-24	-2	1	NC(=O)CN1CCN(Cc2ccc3c(c2)OCO3)CC1
50	0	-13	13	3	-1	.	.	.	-3	O=C(Nc1ccc(F)cc1)C(c1cc2ccccc2o1)N1CCN(c2cccc(C(F)(F)F)n2)CC1 (stereo unspecified)
51	2	5	-6	1	4	9	-18	-2	0	CC12C(=O)N(c3ccccc3)C(=O)C1C(c1ccccc1)N1CCCN12 (stereo unspecified)
52	1	-6	0	1	0	14	-19	-2	-10	CCCS(=O)(=O)n1nc(-c2ccccc2)cc1N
53	7	-1	-5	0	-1	-8	12	-2	-4	O=C(O)CCc1ccc(-c2ccccc2)n1NC(=O)c1cccs1
54	1	-7	-1	1	-5	1	-3	-12	-6	COc1cccc(Cn2cc(N)cn2)c1
55	-1	12	-12	-1	-5	3	-2	-4	-5	CCc1ccc(OCC(=O)Nc2ccc3c(c2)OCCO3)cc1
56	-1	-34	12	9	-5	-14	27	-4	6	COc1ccc(Cl)cc1NC(=O)c1c(-c2ccccc2)noc1C
57	19	3	-5	1	-5	1	0	-1	-8	C=CCn1c(SCC(=O)Nc2nccs2)nnc1-c1ccco1

# Grouped by structure, the entries above with a furan ring, fused or not.
No.	TAAR1 ag	CHRM5 PAM	CHRM5 antagonist	CHRM4 agonist	M5 ag	CHRM1 PAM	M1 antag	M1 ag	CHRM4 antagonist	SMILES
12	.	-10	4	3	-1	4	-46	-3	6	COc1ccccc1N(CC(=O)N/N=C/c1ccc(OCC(=O)NCc2ccco2)cc1)S(=O)(=O)c1ccc(C)cc1
14	6	-1	7	3	-4	-9	4	-6	6	CN(C)C(CNC(=O)c1cccc(S(=O)(=O)Nc2ccccc2Cl)c1)c1ccco1 (stereo unspecified)
21	18	-8	13	1	-4	-7	4	-8	6	CCN(c1ccc(NC(=O)COC(=O)c2ccc([N+](=O)[O-])o2)cc1)C(C)C
24	4	-3	-1	5	-5	-1	-6	-5	-8	Cc1ccc(C(CC(=O)NCc2ccco2)c2ccccc2)c(O)c1 (stereo unspecified)
31	14	2	11	1	3	5	1	-3	-15	COc1ccc(-c2noc(-c3ccoc3C)n2)cc1
34	0	-3	-1	0	0	11	-14	-4	-8	CN(C)C(=O)CCc1ccc2c3c([nH]c2c1)[C@]1(C)[C@@H](C(=O)N2CCOCC2)C[C@H](CC(=O)NCc2ccco2)C(=O)N1CC3
50	0	-13	13	3	-1	.	.	.	-3	O=C(Nc1ccc(F)cc1)C(c1cc2ccccc2o1)N1CCN(c2cccc(C(F)(F)F)n2)CC1 (stereo unspecified)
57	19	3	-5	1	-5	1	0	-1	-8	C=CCn1c(SCC(=O)Nc2nccs2)nnc1-c1ccco1

# This is a subset; count on the stated rates, not on these rows.
